Screening results: PubChem BioAssay, National Center for Advancing Translational Sciences (NCATS)
ELG1 genotox – qHTS screen for small molecules that induce genotoxicity in human embryonic kidney (HEK293T) cells expressing luciferase-tagged ELG1; HEK293T ELG1-luciferase reporter, luminescence, 16 h; Potency, µM (titrated, usually from 46 µM), inactives show at the highest dose activity change, positive = activation, actives largely listed as activators; 330,000 compounds, 1.3% hits; AID 504466, 2011; further: potency means the concentration at half of the fitted maximal effect; % of control where 0% means no effect; nearly all actives have a fitted effect of over 60% in size
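Luminescence read-out: rising ELG1-luciferase signal, reflecting elevated ELG1 protein under genetic stress, flags genotoxic compounds. Cells were treated for 16 hr at 37 °C before ONE-Glo detection.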
FLuc counter – qHTS profiling assay for firefly luciferase inhibitor/activator using purifed enzyme and Km concentrations of substrates (counterscreen for miR-21 project); Luciferin 4-monooxygenase (Photinus pyralis), P08659; Potency, µM (top dose mostly 57.5 µM), inactives show top-dose activity change, negative = inhibition, hits mostly inhibitors; 360,000 compounds, 6.9% hits; purified FLuc, Km substrates, luminescence inhibition;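 further: potency means the concentration at half of the fitted maximal effect; plate controls were vehicle for no effect and reference inhibitor for full effect; nearly all actives have a fitted effect of over 55% in size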
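Purified P. pyralis luciferase, 10 nM final, with Km-level 10 uM D-luciferin and 10 uM ATP in 50 mM Tris acetate pH 7.5, 10 mM Mg acetate, 0.01% Tween-20, 0.05% BSA; 6-point qHTS titration about 60 µM downward; luminescence read.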
p53 reactivation – qHTS assay for re-activators of p53 using a Luc reporter. Potency, µM (series often up to 92.2 µM), without a hit: at the highest dose activity change, positive = activation, hits mostly activators. H1299 p53-A138V BP100-luciferase reporter, luminescence, 24 h. 320,000 compounds, 0.063% hits; further: potency means the concentration at half of the fitted maximal effect; % of control where 0% means no effect; nearly all actives have a fitted effect of over 45% in size
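p53-null H1299 cells stably carrying temperature-sensitive p53-A138V and a BP100-luciferase reporter were pinned with compounds (4-point, 1:5 series) and held 24 hrs at 37 deg C. Luminescence was read 10 min after detection reagent.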
NPC1 promoter act – qHTS Assay for NPC1 Promoter Activators | Potency, µM (highest dose often 9.22 µM), without a hit: at the highest dose activation, usual class: activators | 320,000 compounds, 2.4% hits | Huh7 NPC1 promoter luciferase reporter, 24 h;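 further: potency means the concentration at half of the fitted maximal effect; % of control where 0% means no effect; nearly all actives have a fitted effect of over 60% in size; reporter is driven by a mutant NPC1 promoter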
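Huh7 reporter cells (NPC1 promoter driving luciferase) are dosed with compound for 24 h at 37 °C, 5% CO2; luciferase detection reagent is then added and luminescence measured after 10 min at ambient temperature.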
Tb PFK inh – qHTS Assay to Find Inhibitors of T. brucei phosphofructokinase; ATP-dependent 6-phosphofructokinase (Trypanosoma brucei brucei), O15648; T. brucei PFK, ADP-Glo luminescence; Potency, µM (highest dose often 57.5 µM), for inactives: top-dose activity, negative = inhibition, hits mostly inhibitors; 330,000 compounds, 0.17% hits; AID 485367, 2010;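 further: potency means the concentration at half of the fitted maximal effect; 0% = uninhibited 1x PFK enzyme wells and -100% = no-enzyme wells; nearly all actives have a fitted effect of over 60% in size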
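Compounds were pin-transferred as a titration series up to 57 uM into substrate buffer (0.5 mM F6P, 0.1 mM ATP, pH 8.0), then 1.25 nM PFK was added and reactions ran 45 min before ADP-Glo detection.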
ELG1 repair inh – qHTS screen for small molecules that inhibit ELG1-dependent DNA repair in human embryonic kidney (HEK293T) cells expressing luciferase-tagged ELG1. HEK293T ELG1-luciferase reporter, luminescence, 16 h; DNA damage induced by 5-fluorouridine. AID 504467, 2011. 330,000 compounds, 2.3% hits. Potency, µM (series often up to 46.1 µM), inactives show top-dose activity change, negative = inhibition, most hits filed as inhibitors; further: potency means the concentration at half of the fitted maximal effect; on the % scale 0 is the no-effect control and ±100 the full control effect; nearly all actives have a fitted effect of over 55% in size
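In this reporter screen, reduction of luminescence relative to DMSO vehicle indicated activity. Compounds and 5-fluorouridine were added together to 2,000 cells per well, incubated for 16 hr at 37 °C, then developed with ONE-Glo.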
TRPV1 ag – HTS Assay for Compounds that Act as Agonists of the Vanilloid Receptor 1; Transient receptor potential cation channel subfamily V member 1 (Homo sapiens), Q8NER1; TRPV1-expressing cells, Fluo-8 calcium influx, agonist mode; activation, % at 8.33 µM; 320,000 compounds, 0.19% hits; AID 540275, 2011; in the data active means activation above about 80%; inconclusive means between about 30% and that limit; further: 0% is about no effect
Target sequence (Q8NER1 whole entry, looked up): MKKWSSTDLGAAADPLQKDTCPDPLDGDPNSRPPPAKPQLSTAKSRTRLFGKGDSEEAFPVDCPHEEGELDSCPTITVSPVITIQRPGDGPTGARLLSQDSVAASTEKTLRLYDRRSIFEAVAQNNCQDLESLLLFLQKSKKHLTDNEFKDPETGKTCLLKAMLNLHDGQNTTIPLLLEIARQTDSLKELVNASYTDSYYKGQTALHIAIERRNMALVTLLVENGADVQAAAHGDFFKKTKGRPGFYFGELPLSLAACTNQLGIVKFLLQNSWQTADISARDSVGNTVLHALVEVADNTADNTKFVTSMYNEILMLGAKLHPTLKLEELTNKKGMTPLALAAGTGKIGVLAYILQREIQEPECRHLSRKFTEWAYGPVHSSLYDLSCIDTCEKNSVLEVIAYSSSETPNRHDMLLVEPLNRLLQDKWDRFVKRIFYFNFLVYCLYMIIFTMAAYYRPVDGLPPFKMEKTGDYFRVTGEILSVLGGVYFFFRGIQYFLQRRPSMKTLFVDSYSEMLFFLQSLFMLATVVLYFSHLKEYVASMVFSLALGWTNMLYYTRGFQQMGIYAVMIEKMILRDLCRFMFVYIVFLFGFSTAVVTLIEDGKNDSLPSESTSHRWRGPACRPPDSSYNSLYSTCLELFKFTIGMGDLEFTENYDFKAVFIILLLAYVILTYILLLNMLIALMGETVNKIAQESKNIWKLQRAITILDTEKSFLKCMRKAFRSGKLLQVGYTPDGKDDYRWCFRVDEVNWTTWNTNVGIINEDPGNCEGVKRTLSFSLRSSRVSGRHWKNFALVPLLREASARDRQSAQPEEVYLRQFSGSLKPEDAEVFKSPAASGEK
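Fluo-8 calcium influx in TRPV1-expressing cells, kinetic read (ex 480/em 520 nm). Compound added and read 3 min for agonist activity, followed by capsaicin at EC20 final and 2 min further read for enhancement.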
BRCA1 expr up – qHTS Assay to Identify Small Molecule Activators of BRCA1 Expression | MCF7-BRCA1-FFLuc reporter, luminescence, 48 h; response scale: scaled: vehicle 0%, 10 µM genistein 100% | Potency, µM (titrated, usually from 46.1 µM), inactives show at the highest dose activation, hits mostly activators | 380,000 compounds, 1.1% hits | AID 624202, 2012; further: potency means the concentration at half of the fitted maximal effect; nearly all actives have a fitted effect of over 80% in size; some results filed as inactive show a strong effect at the top dose
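Quantitative HTS in MCF7 cells stably reporting BRCA1 expression via firefly luciferase. Compound treatment lasts 48 h at 37 °C in phenol-red free MEM. Activation is expressed relative to genistein at 10 microM and DMSO.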
Gal4-VP16 FLuc – VP16 counterscreen qHTS for inhibitors of ROR gamma transcriptional activity | Drosophila S2 Gal4-VP16 UAS-luciferase, luminescence, 20 h | Potency, µM (series often up to 53.6 µM), without a hit: at the top dose activity, negative = inhibition, actives largely listed as inhibitors | 310,000 compounds, 3.5% hits | AID 2546, 2010;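 further: Gal4-VP16 expression switched on by copper sulfate through the metallothionein promoter; potency means the concentration at half of the fitted maximal effect; on the % scale 0 is the no-effect control and ±100 the full control effect; nearly all actives have a fitted effect of over 50% in size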
Rab9 prom act – qHTS Assay for Rab9 Promoter Activators. Potency, µM (doses to about 9.22 µM), inactives show top-dose activation, negative = inhibition, usual class: activators. AID 485297, 2010. 320,000 compounds, 2.8% hits. Huh7 Rab9 promoter-luciferase reporter, luminescence, 24 h; further: potency means the concentration at half of the fitted maximal effect; % of control where 0% means no effect; nearly all actives have a fitted effect of over 60% in size
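Rab9 promoter-driven luciferase in stably transfected Huh7 cells; 1500 cells/well rested 2 h, exposed to compound in DMSO for 24 h at 37 °C, 5% CO2. Luminescence read 10 min after adding luciferase reagent at ambient temperature.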
RORgamma inh – qHTS for inhibitors of ROR gamma transcriptional activity. 310,000 compounds, 5.4% hits. Potency, µM (doses to about 53.6 µM), for the others: at the top dose activity change, negative = inhibition, hits mostly inhibitors. Drosophila S2 Gal4-RORgamma UAS-luciferase reporter, 20 h; further: potency means the concentration at half of the fitted maximal effect; on the % scale 0 is the no-effect control and ±100 the full control effect; nearly all actives have a fitted effect of over 60% in size
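Schneider cells (Drosophila), stable Gal4 DBD–ROR gamma + UAS-luc; 1 hr cmpd preincubation; Cu2+ induction 700 uM final; 20 hr ambient; luminescence.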
Numbers without * were called inactive; i = inactive; u = inconclusive; x = no result given; [ ] = dose if it differs, or a comment. Unless noted, the call rests on the fitted dose curve; in most records, active means well fitted curve in the direction sought with a large enough effect; inconclusive means small, poorly fitted or top-dose-only effect, or another doubt; inactive means no such curve, though single readings can be large; an effect the other way counts as inactive or inconclusive. An unsorted share of the library, and some 15% of all compounds hit somewhere here.

No.	Compound	ELG1 genotox	FLuc counter	p53 reactivation	NPC1 promoter act	Tb PFK inh	ELG1 repair inh	TRPV1 ag	BRCA1 expr up	Gal4-VP16 FLuc	Rab9 prom act	RORgamma inh
1	C/C(CCN1CCc2nc(-c3ccccc3)c(-c3ccccc3)cc2C1)=N\O[C@H](C)c1cn([C@H](CO)Cc2ccccc2)nn1	-7.3%	-1.5%	-1.1%	-1.5%	-1.9%	-21.1%	0.9	x	7.0%	-3.4%	26.1%
2	O=C(c1cc(=O)c2ccccc2o1)N1CCCc2ccccc21	5.7%	0.2%	27.5%	0.6%	6.5%	13.3%	3.7	-10.3%	-7.7%	3.2%	-0.9%
3	CCOc1ccc(CCNC(=O)COC(=O)C2CCN(S(=O)(=O)c3ccc(C)c(C)c3)CC2)cc1OCC	4.6%	0.9%	-7.5%	-5.0%	1.8%	6.9%	1.7	-3.4%	-8.9%	8.1%	2.3%
4	Cc1cc(C(=O)OCC(=O)Nc2ccccc2[N+](=O)[O-])c2ccccc2n1	-4.9%	-3.6%	1.1%	-1.9%	-4.3%	1.7%	-1.6	-24.9%	4.4%	-3.3%	-0.7%
5	Cc1cc(Cl)nc(Cl)c1C(=O)NC(=O)NCCC(C)C	-4.0%	2.3%	15.5%	-5.3%	-3.0%	4.7%	-2.7	-4.9%	-5.9%	-2.1%	1.3%
6	Cc1cc(-c2ccc(Br)s2)nc(-n2cccc2)n1	-4.8%	1.0%	3.9%	13.0%	-0.9%	-25.4%	1.4	-37.7%	-7.1%	2.0%	2.2%
7	COc1ccc(N(C)C(=O)Cc2c(C(=O)O)n(C)c3ccccc23)cc1	-2.4%	2.5%	-6.2%	-0.1%	8.7%	-7.5%	-1.2	-14.4%	4.3%	7.8%	20.5%
8	Brc1cnc2nc(SC/C=C/c3ccccc3)[nH]c2c1	0.7%	5.5%	-0.9%	3.3%	1.0%	4.7%	-3.5	26.8%	1.6%	10.5%	-7.8%
9	O=c1oc2ccc(F)cc2c2c1C1O[C@](c3ccsc3)(Cc3c1ccc1ccccc31)O2	x	u	x	0.0%[1.84 µM]	0.4%[11.5 µM]	x	i	x	5.7%[10 µM]	0.2%[1.84 µM]	-19.0%[10 µM]
10	COc1ccccc1NC(=O)Nc1ccc(S(=O)(=O)Nc2onc(C)c2C)cc1	0.0%	0.5%	4.9%	-4.1%	1.6%	14.4%	0.3	-21.4%	x	-0.1%	x
11	COc1ccc(S(=O)(=O)O/N=C2\CCSc3ccc(C)cc32)cc1	u	0.6%	-4.6%	0.5%	5.2%	-1.8%	-1.5	-17.5%	u	-4.7%	72.3%
12	CC(C)CC(COCc1ccc(Cl)cc1)N1CCN(C(=O)c2cccc(C(F)(F)F)c2)CCC1=O (centres undefined)	-1.5%	-0.6%	0.6%	-2.8%	0.5%	-19.9%	u	-28.7%	-8.2%	-1.6%	30.3%
13	CN(Cc1cccs1)c1ncnc2sccc12	u	-17.8%	-10.6%	-14.3%	0.0%	-14.5%	1.3	-56.5%	1.26µM*	-25.6%	-13.6%
14	COc1ccc(NC(=O)CN(C)C(=O)c2ccc3c(c2)OCCO3)cc1	15.2%	-1.8%	0.7%	0.7%	-6.0%	u	-5.6	-10.6%	x	1.4%	x
15	COc1cccc(-c2ccc(=O)n(CC(=O)NCCN3CCOCC3)n2)c1	10.5%	-0.1%	3.6%	-1.1%	1.4%	15.0%	-1.2	-7.7%	-0.5%	-3.5%	u

Next section:
No.	Compound	ELG1 genotox	FLuc counter	p53 reactivation	NPC1 promoter act	Tb PFK inh	ELG1 repair inh	TRPV1 ag	BRCA1 expr up	Gal4-VP16 FLuc	Rab9 prom act	RORgamma inh
16	Cc1ccc(Cl)cc1NC(=O)c1ccccc1OCC(=O)Nc1ccc(Cl)cc1	-1.4%	0.6%	-9.0%	0.5%	1.0%	-13.1%	-11.5	-40.3%	11.2µM*	0.4%	u
17	O=C(NCc1ccc(F)cc1)c1noc2c1CCCCC2	-0.3%	-12.5%	20.9%	0.6%	-0.7%	u	u	29.6%	7.6%	3.7%	u
18	O=C(COC(=O)c1ccco1)Nc1nnc(-c2ccccc2)o1	-4.9%	-9.1%	0.5%	3.4%	-3.7%	12.9%	-4.7	0.0%	x	0.1%	x
19	O=C1COc2ccc(C(=O)NCc3ccco3)cc2N1	-3.2%	0.8%	-1.5%	-3.4%	-2.8%	0.9%	-2.4	-3.4%	2.7%	-5.6%	0.3%
20	CN(C)c1ccc(C=C2C(=O)OC(C)(C)OC2=O)cc1	-6.9%	19µM*	0.6%	-6.1%	0.5%	-1.5%	-1.1	19.5%	8.9%	-1.3%	11.1%
21	O=C(NCCc1c[nH]c2ccccc12)C1CCN(Cc2ccc(Br)cc2)CC1	-4.6%	-0.3%	x	0.8%	-4.5%	-14.0%	1.7	-48.6%	-0.7%	-0.7%	65.5%
22	O=C(Nc1ccccc1Sc1ccccc1)c1ccc(F)cc1	-0.9%	4.2%	26.8%	-2.6%	8.9%	-0.8%	0.5	2.6%	9.8%	1.7%	20.6%
23	CC1(C)CC(=O)C=C(NCc2cccc(C(F)(F)F)c2)C1	-3.4%	-1.6%	-5.3%	-6.5%	-9.1%	-3.6%	4.8	-1.7%	-6.3%	-10.4%	15.4%
24	CCC(C)NCCOCCOc1ccc(Br)cc1C (centres undefined)	-5.3%	1.3%	2.6%	-1.2%	-5.0%	12.2%	-1.1	-14.3%	-15.8%	-11.7%	8.1%
25	COCCN(C(=O)COC(=O)c1ccc2c(c1)OCCO2)c1c(N)n(Cc2ccccc2)c(=O)[nH]c1=O	2.0%	3.1%	-3.2%	-2.8%	-5.7%	-0.4%	0.5	-24.2%	x	-2.8%	x
26	O=C(NCCCN1CCCC1=O)c1cccc(N2CCCC2=O)c1	7.6%	1.2%	8.6%	1.0%	0.8%	12.2%	0.0	1.0%	-1.0%	8.2%	10.6%
27	O=C(Nn1cnnc1)c1ccccc1-c1ccccc1	1.3%	4.5%	3.2%	-0.5%	-0.4%	10.4%	1.7	-1.0%	3.6%	-2.7%	-7.2%
28	CC(CN1CCCCC1)OC(=O)c1ccccc1Cl (centres undefined)	1.8%	-10.1%	17.1%	16.4%	4.5%	-29.4%	8.4	-0.8%	u	-3.0%	1.9%
29	CCCN1CCC(=O)N(CCSc2ccccc2)CC1	u	u	x	2.82µM*	4.4%	u	14.4	u	u	3.55µM*	-33.2%
30	Cc1ccc(-c2nnc(SCC(=O)NC3CCS(=O)(=O)C3)nc2-c2ccc(C)cc2)cc1 (centres undefined)	6.0%	-1.5%	-0.6%	-2.0%	-7.9%	-29.2%	26.8	-18.4%	0.7%	-12.2%	-1.9%
31	CCOc1ccc(NC(=O)CN(C)C(=O)c2cccnc2Sc2ccc(C)c(C)c2)cc1OCC	-0.9%	-3.1%	-4.1%	-0.8%	-5.4%	u	-3.3	-12.3%	-4.7%	9.7%	12.9%
32	COc1ccc(NC(=O)CN2CCN(S(=O)(=O)c3cccs3)CC2)cc1Cl	0.7%	2.2%	-5.3%	-5.2%	1.6%	-17.6%	3.0	-14.6%	x	-5.5%	x
33	CCOc1ccc(NC(=O)CN2CCN(CC(=O)Nc3ccc(F)c(F)c3)CC2)cc1	-1.0%	0.2%	-3.4%	-3.8%	20.3%	-11.9%	4.4	10.1%	10.3%	-3.1%	-6.7%
